PGC1a acetyl inh – modulators of PGC1a acetylation. U2OS PGC1a acetylation, AlphaScreen anti-acetyl-lysine; with virally co-expressed GCN5 acetyltransferase. inhibition, % at 15.6 µM. hit rate 0.17% among 350,000. AID 651687;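 active = every replicate shows inhibition of at least 40%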;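 note: 0% = neutral control wells and 100% = positive control wells; some results beyond the cut were filed as inactive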
EWS-Fli inh – EWS/Fli transcriptional activity inhibition. A673 NR0B1-luciferase reporter, viability-normalised. inhibition, % at 12.6 µM. hit rate 0.67% among 350,000. AID 651661;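 active = mean inhibition of at least 50% after viability correction, with every replicate also passing that limit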;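 note: firefly luciferase signal divided by Alamar Blue viability fluorescence both relative to DMSO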
PAX8 reporter – lowers PAX8-driven luciferase in RMG-I cells; RMG-I TPO-luciferase reporter, SteadyGlo, 24 h; inhibition, % at 12.6 µM; hit rate 1.2% among 360,000;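 active = mean replicate inhibition at least 60% with every replicate also reaching 60%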;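 note: luciferase light reporting Pax8 driven TPO promoter activity; plate controls were median of neutral control wells for no effect and mitoxantrone controls for full effect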
ERAP1 HTS inh – blocks human ERAP1 aminopeptidase activity; AID 652197; recombinant ERAP1, Leu-AMC fluorescence, 60 min; hit rate 0.15% among 340,000; inhibition, % at 10.7 µM;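 active = mean replicate inhibition of at least 30%, or all replicates individually reaching that 30% level; inactive = mean below 30% and not every replicate reaching it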;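 note: 0% = neutral control wells and 100% = L-leucinethiol positive control wells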
Target sequence (Q9NZ08 whole entry, looked up): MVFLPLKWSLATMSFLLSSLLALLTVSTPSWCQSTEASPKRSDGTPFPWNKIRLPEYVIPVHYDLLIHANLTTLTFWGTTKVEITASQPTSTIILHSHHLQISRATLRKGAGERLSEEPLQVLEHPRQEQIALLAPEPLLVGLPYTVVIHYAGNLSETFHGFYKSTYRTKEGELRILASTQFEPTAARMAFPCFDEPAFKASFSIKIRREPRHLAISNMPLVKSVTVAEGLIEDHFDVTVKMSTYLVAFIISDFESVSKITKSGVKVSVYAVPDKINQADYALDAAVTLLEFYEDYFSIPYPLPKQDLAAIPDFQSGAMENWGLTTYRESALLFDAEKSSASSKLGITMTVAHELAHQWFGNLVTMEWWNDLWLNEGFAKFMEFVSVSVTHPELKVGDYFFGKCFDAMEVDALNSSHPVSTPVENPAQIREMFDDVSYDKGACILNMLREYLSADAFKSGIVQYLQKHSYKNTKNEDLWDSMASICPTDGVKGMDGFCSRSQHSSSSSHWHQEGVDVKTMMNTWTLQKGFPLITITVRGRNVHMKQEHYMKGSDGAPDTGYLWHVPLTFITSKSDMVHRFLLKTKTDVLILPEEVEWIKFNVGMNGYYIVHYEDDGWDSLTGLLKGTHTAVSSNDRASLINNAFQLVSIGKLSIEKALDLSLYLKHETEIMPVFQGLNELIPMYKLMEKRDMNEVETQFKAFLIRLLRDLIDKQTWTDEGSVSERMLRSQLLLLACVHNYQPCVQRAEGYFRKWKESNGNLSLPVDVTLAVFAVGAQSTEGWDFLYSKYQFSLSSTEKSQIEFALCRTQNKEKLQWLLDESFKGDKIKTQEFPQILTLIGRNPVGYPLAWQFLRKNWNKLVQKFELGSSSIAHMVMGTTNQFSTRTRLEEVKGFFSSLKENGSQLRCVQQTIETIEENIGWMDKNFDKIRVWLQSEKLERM
LGR2 inh – blocks bursicon-induced cAMP signaling via Drosophila LGR2; inhibition, % at 9.99 µM; HEK293 LGR2, CRE-luciferase, bursicon-stimulated, 4 h; AID 720647; hit rate 0.35% among 380,000;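 active = drop in luminescence signal, shown as inhibition above about 50% in the replicate tests, limit read from the data, passing the limit was not always enough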;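 note: agonist challenge used bursicon conditioned medium at about half maximal strength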
PglD inh – PglD (C. jejuni) enzyme inhibition; purified PglD enzyme, DTNB colorimetric CoA detection; inhibition, % at 12.5 µM; hit rate 0.098% among 360,000; AID 602405; in the data active = inhibition above about 16%, passing the limit was not always enough; note: strong numbers were not always called active
S100A4 MyoIIA – S100A4-myosin IIA interaction inhibition; S100A4/TAMRA-MyoIIA peptide fluorescence polarization; inhibition, % at 10.7 µM; hit rate 0.14% among 360,000; AID 652163;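 active = mean inhibition of at least 70% across replicates, with every replicate also reaching that level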
Target sequence (P26447 whole entry, looked up): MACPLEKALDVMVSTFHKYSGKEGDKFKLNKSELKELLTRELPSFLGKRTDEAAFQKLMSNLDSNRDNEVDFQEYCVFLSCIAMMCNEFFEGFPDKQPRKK
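Test system: S100A4 monomer protein; Medium: HEPES pH 7.2 with CaCl2, KCl, NaCl, DTT, Triton; Probe or stimulus: TAMRA-labelled myosin IIA heavy-chain peptide probe, 5 nM; Doses: one dose per compound; Times: polarization read 5 min after assay mix addition, stable 5–60 min; Benchmarks: neutral control DMSO, positive control TFP.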
FN deposit inh – fibronectin deposition inhibition; AH1F fibroblasts, Alexa488-fibronectin deposition fluorescence, overnight; inhibition, % at 12.6 µM; hit rate 0.086% among 350,000; AID 743247;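 active = mean inhibition across replicates of 30% or more, regardless of how many single replicates reach that level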;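 note: positive control wells lacked labelled fibronectin entirely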
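Assay system: AH1F fibroblast monolayer, labelled fibronectin deposition. Amount: 10000 cells per well. Also added: labelled fibronectin 24 nM. Compound: single-point pinned compound. Incubation: cell attachment 1 h, compound and FN exposure overnight. Detection: fluorescence after three HBSS washes, excitation 485 nm, emission 525 nm. Read-out: inhibition of fibronectin deposition signal.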
* = called active by the depositor; . = no result given; & = joins results of further samples. Rows were taken by chance; 2.1% or so of the library scored in one or more.

item	smiles	PGC1a acetyl inh	EWS-Fli inh	PAX8 reporter	ERAP1 HTS inh	LGR2 inh	PglD inh	S100A4 MyoIIA	FN deposit inh
1	C[C@H](CO)N1C[C@H](C)[C@H](CN(C)Cc2ccc3c(c2)OCO3)Oc2c(NS(C)(=O)=O)cccc2C1=O	1	.	-11	0	7	-7	-9	.
2	COc1ccc(-c2cc3cc(OC)c(OC)cc3c(C)n2)cc1C	6	-11	-11	-1	2	-6	-8	6
3	CO[C@@H]1CN(C)C(=O)c2ccc(NC(=O)Nc3ccccc3)cc2OC[C@@H](C)NC[C@@H]1C	.	.	.	-2	12	.	40	-2
4	O=C(C[C@@H]1CC[C@@H](NC(=O)c2ccccn2)[C@@H](CO)O1)NCc1cccc(F)c1	-7	0	1	1	23	-2	-3	.
5	CCc1nc2c(OCC(=O)C(C)(C)C)cccn2c1N(C)C(=O)c1ccco1	2	3	12	-8	-10	6	-1	.
6	O=C(COC(=O)c1sc2ccccc2c1Cl)NCC1CCCCC1	8	.	-15	.	9	2	.	-5
7	C/C(=N\NC(=S)Nc1cccc(C)c1)c1ccco1	-17	-55	6	3	-17	.	-4	3
8	O=C(CNc1cccc(S(=O)(=O)N2CCCC2)c1)Nc1cccc(Br)c1	.	33	31	3	11	2	2	-3
9	C[C@H]1CN([C@@H](C)CO)S(=O)(=O)c2ccc(C#CC3CCCC3)cc2O[C@H]1CN(C)C(=O)Cc1ccncc1	-6	2	33	2	-12	3	-36	3
10	CO[C@H]1CN(C)C(=O)c2ccc(NC(=O)C3CCCC3)cc2OC[C@@H](C)N(C(=O)CC2CC2)C[C@@H]1C	-9	6	-7	-5	17	4	-6	7
11	O=C(N[C@H]1CC[C@H](CCNS(=O)(=O)c2ccc(Cl)cc2)O[C@H]1CO)c1cccc(F)c1	6	-7	10	0	-2	1	-3	.
12	CCOC(=O)C1=C(O)C(=O)N(c2ccc(S(N)(=O)=O)cc2)C1c1cccc([N+](=O)[O-])c1 (stereo not given)	2	-4	10	-2	4	.	-7	3
13	Cc1cc(Oc2ccccc2)nc(OCC#N)n1	-2	.	5	.	.	3	.	-5
14	O=C(Nc1ccc([N+](=O)[O-])cc1)N1CCCCC1	-8	-33	-11	.	-16	.	4	-6
15	O=C(N/C(=C\c1ccc(Br)cc1)C(=O)N1CCOCC1)c1ccccc1Cl	-1	1	20	-1	-5	-2	-3	3
16	Cc1noc(C)c1NC(=O)N(C)C[C@@H]1Oc2ccc(N(C)C)cc2C(=O)N([C@@H](C)CO)C[C@@H]1C	5	0	3	1	2	2	9	.
17	O=C(NC1CCCCC1)N[C@H]1CC[C@@H](CCNS(=O)(=O)c2ccccc2)O[C@H]1CO	-2	-2	2	2	5	0	0	.
18	Cc1ccc(S(=O)(=O)CCC(=O)N(CCCN2CCOCC2)c2nc3ccccc3s2)cc1	11	-41	36	0	0	5	-3	.
19	Cc1cc(=O)[nH]c(N/N=C/c2ccc(OC(=O)c3cccnc3)cc2)n1	.	-12	12	.	11	.	-3	10
20	O=C(Nc1ccccc1F)N1C[C@H]2[C@@H](c3ccccc31)[C@H](CO)N2C(=O)c1ccccn1	-3	-8	-39	3	-9	5	-1	.
21	C/C(=C\c1ccc(C)o1)C(=O)c1c(C)cc(C)[nH]c1=O	.	0	6	4	6	4	-5	-1
22	COCCN(C(=O)COC(=O)Cc1cccc(OC)c1)c1c(N)n(CC(C)C)c(=O)[nH]c1=O	-1	-1	.	2	13	.	-2	3
23	O=S(=O)(c1ccccc1)N1CCN=C1SCc1ccc(Cl)cc1	.	10	10	1	-7	.	4	2
24	CCc1nc2c(OCCn3cccc3)cccn2c1N(C=O)Cc1ccc(OC)cc1	.	0	13	11	21	-4	-10	-6
25	COc1cc(OC)c(C(=O)Nc2cccc3ccccc23)cc1OC	-2	-51	1	2	-15	-5	-3	5
26	O=C(CSc1nnc(CNC(=O)c2cccs2)o1)Nc1ccccc1	.	-11	-19	2	9	.	0	1
27	C[C@@H]1CCCCO[C@H](CN(C)C(=O)Nc2ccc(F)cc2)[C@H](C)CN([C@H](C)CO)C(=O)c2cc(NS(=O)(=O)c3ccccc3)ccc2O1	9	4	9	-2	-4	2	-1	.
28	CCN(C[C@H]1N[C@@](CC)(C(=O)OC)[C@H]2C(=O)N(C)C(=O)[C@@H]12)S(=O)(=O)c1ccc(C(F)(F)F)cc1	.	13	10	-2	-1	2	-2	-2
29	COc1ccc(S(=O)(=O)N(C)C[C@@H]2Oc3c(NC(=O)c4ccc(-c5nccs5)cc4)cccc3C(=O)N([C@@H](C)CO)C[C@@H]2C)cc1	.	-10	.	0	-6	-1	-55	-6
30	O=C(O)CCCCCN1C(=O)C2CCCCC2C1=O (stereo not given)	2	.	12	.	.	-2	.	1

Six structures already listed, ordered by heavy-atom count, low to high:
item	smiles	PGC1a acetyl inh	EWS-Fli inh	PAX8 reporter	ERAP1 HTS inh	LGR2 inh	PglD inh	S100A4 MyoIIA	FN deposit inh
21	C/C(=C\c1ccc(C)o1)C(=O)c1c(C)cc(C)[nH]c1=O	.	0	6	4	6	4	-5	-1
2	COc1ccc(-c2cc3cc(OC)c(OC)cc3c(C)n2)cc1C	6	-11	-11	-1	2	-6	-8	6
17	O=C(NC1CCCCC1)N[C@H]1CC[C@@H](CCNS(=O)(=O)c2ccccc2)O[C@H]1CO	-2	-2	2	2	5	0	0	.
3	CO[C@@H]1CN(C)C(=O)c2ccc(NC(=O)Nc3ccccc3)cc2OC[C@@H](C)NC[C@@H]1C	.	.	.	-2	12	.	40	-2
18	Cc1ccc(S(=O)(=O)CCC(=O)N(CCCN2CCOCC2)c2nc3ccccc3s2)cc1	11	-41	36	0	0	5	-3	.
1	C[C@H](CO)N1C[C@H](C)[C@H](CN(C)Cc2ccc3c(c2)OCO3)Oc2c(NS(C)(=O)=O)cccc2C1=O	1	.	-11	0	7	-7	-9	.

Following part
item	smiles	PGC1a acetyl inh	EWS-Fli inh	PAX8 reporter	ERAP1 HTS inh	LGR2 inh	PglD inh	S100A4 MyoIIA	FN deposit inh
31	Clc1ccccc1Nc1nc(NCC2CC2)nc2ccsc12	.	9	8	-2	-6	4	-4	9
32	CCC1COC(c2cccn2Cc2ccc(Cl)cc2)=N1 (stereo not given)	-7	1	14	2	7	9	-4	-4
33	CCN(CC)CCn1c(/N=C/c2ccc(OC)c(OC)c2)nc2ccccc21	10	15	5	-2	-2	2	-6	-18
34	CCN(CC(=O)Nc1cc(S(=O)(=O)N2CCCCC2)ccc1Cl)Cc1ccccc1	.	15	40	1	17	.	-3	-8
35	O=C(COC(=O)/C=C/c1ccccc1)Nc1ccc(Cl)cn1	.	-10	9	0	-3	-1	-9	.
36	COc1cccc(NC(=O)c2nc3nc(C)cc(C(F)F)n3n2)c1	.	-10	16	.	26	5	-2	-1
37	CC(=O)c1cccc(-c2ccnc3c2CC(C(=O)NCCc2ccccc2)O3)c1 (stereo not given)	.	54*	1	-1	-1	-1	-11	3
38	COC(=O)c1ccn(CSc2c(F)c(F)cc(F)c2F)n1	4	2	-13	1	3	0	-10	3
39	O=C1CCCC2=C1C(c1ccccc1)n1c(s/c(=C/c3cccc(F)c3)c1=O)=N2 (stereo not given)	0	.	.	2	.	-3	-1	-1
40	COC(=O)[C@]12C[C@H](CC(=O)NCc3ccc(OC)c(OC)c3)C(=O)N(Cc3ccc4c(c3)OCO4)C1=C[C@H](COCc1ccccc1)O[C@@H]2C	.	-3	11	-1	-25	.	-1	-5
41	COc1ccccc1C(=O)NC(CCSC)C(=O)OCC(=O)c1ccc[nH]1 (stereo not given)	5	-1	18	1	6	-3	-5	-7
42	COc1ccc(-n2c(O)c(Cc3ccccc3)c(=O)n3nc(-c4ccccc4)c(=O)cc23)cc1	6	.	-42	.	.	10	.	-1
43	Cc1cc(C(=O)Nc2cccc3c2O[C@@H](CN(C)Cc2ccccc2)[C@H](C)CN([C@@H](C)CO)C3=O)n(C)n1	.	-3	-5	2	-6	-1	15	.
44	CC(C)Cc1nc2sc3c(c2c(=O)n1N)CC(C)(C)OC3	-2	-18	-21	4	-2	-1	2	-9
45	COc1cccc(S(=O)(=O)N(C)C[C@H]2Oc3cc(Br)ccc3S(=O)(=O)N([C@@H](C)CO)C[C@H]2C)c1	-6&-12	11&0	0	1&-1	8&6	-1&-9	0&1	3&-12
46	COc1ccc(S(=O)(=O)N(C)C[C@H]2Oc3ncc(C#CC4(O)CCCC4)cc3C(=O)N([C@@H](C)CO)C[C@H]2C)cc1	3	-4	-6	1	6	5	-5	.
47	Cc1ccc(NC(=O)COC(=O)Cn2nc(C)c([N+](=O)[O-])c2C)c([N+](=O)[O-])c1	-20	-4	7	-3	.	3	2	-3
48	C[C@@H]1CN([C@H](C)CO)C(=O)c2cc(NS(=O)(=O)c3ccccc3)ccc2O[C@H]1CN(C)Cc1ccccc1	0	0	-5	-1	9	5	-5	.
49	CCN(C[C@H]1N[C@@](C)(C(=O)OC)[C@H]2C(=O)N(C)C(=O)[C@@H]12)C(=O)Nc1ccc(C(F)(F)F)cc1	.	1	-9	-1	-19	-1	-1	0
50	COC(=O)c1sc(C(F)(F)F)c(-c2ccccc2)c1S(=O)(=O)N(C)C	-3	-2	19	-1	1	.	-3	0
51	C[C@@H]1CN([C@@H](C)CO)C(=O)Cc2cc(NC(=O)C3CCCCC3)ccc2O[C@@H]1CN(C)CC1CC1	-4	-8	-12	4	-3	-1	-6	-13
52	C[C@H]1CN([C@@H](C)CO)C(=O)c2cc(NS(=O)(=O)c3cn(C)cn3)ccc2O[C@H]1CN(C)Cc1ccc2c(c1)OCO2	0	-1	.	1	9	12	5	.
53	CNC(=O)COC(=O)/C=C/c1cn(-c2ccccc2)nc1-c1ccc(C)o1	0	-18	-18	0	5	7	3	-4
54	O=C(N[C@@H](Cc1ccccc1)C(=O)N[C@@H](Cc1ccccc1)C(=O)O)OCc1ccccc1	0	-11	20	-2	-24	1	-7	0
55	CN(CC(=O)O)Cc1oc(CO)cc(=O)c1O	-2	-3	0	0	.	.	6	1
56	O=C(OCC(=O)N1CCCC1)c1cc(Cl)ccc1Cl	-13	-4	-10	-6	-6	1	-1	0

Some entries already given with just LGR2 inh and PAX8 reporter:
item | smiles | LGR2 inh | PAX8 reporter
45 | COc1cccc(S(=O)(=O)N(C)C[C@H]2Oc3cc(Br)ccc3S(=O)(=O)N([C@@H](C)CO)C[C@H]2C)c1 | 8&6 | 0
46 | COc1ccc(S(=O)(=O)N(C)C[C@H]2Oc3ncc(C#CC4(O)CCCC4)cc3C(=O)N([C@@H](C)CO)C[C@H]2C)cc1 | 6 | -6

Copied from the listing, 2 compounds:
item	smiles	PGC1a acetyl inh	EWS-Fli inh	PAX8 reporter	ERAP1 HTS inh	LGR2 inh	PglD inh	S100A4 MyoIIA	FN deposit inh
31	Clc1ccccc1Nc1nc(NCC2CC2)nc2ccsc12	.	9	8	-2	-6	4	-4	9
32	CCC1COC(c2cccn2Cc2ccc(Cl)cc2)=N1 (stereo not given)	-7	1	14	2	7	9	-4	-4

High-throughput results deposited in PubChem by Broad Institute.
